PTHR1 agonist = qHTS for PTHR1 Agonists: Primary Screen; actives 0.075% (n = 410,000); HEK293 GP2 PTHR1 cells, GloSensor cAMP luminescence, 1 h; AID 743266, 2014; Potency, µM (highest dose often 115 µM), inactives show top-dose activation, usual class: activators; Parathyroid hormone/parathyroid hormone-related peptide receptor (Homo sapiens), Q03431; note: potency is the fitted concentration of half-maximal effect; nearly all actives have a fitted effect of over 55% in size; some results filed as inactive show a strong effect at the top dose; inactives centre near -15; many of its hits are not listed in these tables
Target sequence (Q03431 whole entry, looked up): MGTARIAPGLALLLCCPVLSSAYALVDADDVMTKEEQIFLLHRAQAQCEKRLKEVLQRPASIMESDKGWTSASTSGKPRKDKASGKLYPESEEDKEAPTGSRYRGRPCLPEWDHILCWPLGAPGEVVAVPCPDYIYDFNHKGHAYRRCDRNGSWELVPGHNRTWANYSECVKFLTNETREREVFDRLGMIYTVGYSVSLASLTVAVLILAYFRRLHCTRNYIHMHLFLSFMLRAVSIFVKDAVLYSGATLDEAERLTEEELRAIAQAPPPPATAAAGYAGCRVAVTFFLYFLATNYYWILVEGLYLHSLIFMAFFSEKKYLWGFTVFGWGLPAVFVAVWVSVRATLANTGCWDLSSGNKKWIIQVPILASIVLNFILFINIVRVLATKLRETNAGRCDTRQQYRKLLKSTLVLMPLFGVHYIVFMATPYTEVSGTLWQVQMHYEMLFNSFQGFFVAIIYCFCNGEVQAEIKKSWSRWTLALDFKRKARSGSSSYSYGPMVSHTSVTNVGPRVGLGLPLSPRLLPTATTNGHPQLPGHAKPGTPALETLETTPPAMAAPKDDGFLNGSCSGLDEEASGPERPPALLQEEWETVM
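HEK-293-derived GP2 cells expressing PTHR1 and a GloSensor cAMP reporter, 3,000/well, plated overnight, given luciferin plus IBMX (each 0.5 mM as added) for 1 h at 37 °C, then compound for 1 h at 37 °C. Luminescence was read after 15 min at room temperature.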
pAkt inh = HTS Assay for Inhibitors of Akt Phophorylation: Primary Screen | Neuro2A IGF-stimulated pAkt S473 HTRF, 20 min; stronger effect = lower value | activity change, % for hits at 50 µM | actives 0.32% (n = 360,000) | AID 651550, 2012; in the data active = activity change below about -80%; inconclusive = mostly about -51% to -80%; note: % is set by controls: 0 for no effect and ±100 for the full control effect
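Neuro2A cells (4,500/well, DMEM with 0.5% FBS) were treated with compound at a single 50 µM final concentration, stimulated with 6 nM IGF for 20 min at 37 °C, and lysed. Phospho-Akt Ser473 was read by HTRF as 665/615 ratio ×10^4.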
TDP43 rescue = qHTS of TDP-43 Inhibitors; actives 1.8% (n = 410,000); Potency, µM (top dose mostly 46.1 µM), without a hit: top-dose growth rescue (activation), most hits filed as activators; TDP-43 expressing yeast growth rescue, BacTiter-Glo, 24 h; AID 652104, 2013; note: potency is the fitted concentration of half-maximal effect; % of control where 0% means no effect; nearly all actives have a fitted effect of over 50% in size
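In this qHTS, compounds that restore growth of yeast expressing TDP-43 appear as activators. Cells (OD600=0.02, galactose medium, raffinose-pregrown) are incubated with compound 24 hr at 30 deg C and growth is quantified by BacTiter-Glo.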
Mm-Cpn inhibitor = Inhibitors of TCP-1 ring complex (TRiC) of Methanococcus maripaludis (MmCpn): qHTS; Chaperonin Mm-Cpn (Methanococcus maripaludis); actives 0.031% (n = 330,000); purified Mm-Cpn ATPase, ADP Transcreener TR-FRET; Potency, µM (doses to about 76.9 µM), inactives show at the highest dose activity, negative = inhibition, hits mostly inhibitors; AID 504842, 2011; note: potency is the fitted concentration of half-maximal effect; % is set by controls: 0 for no effect and ±100 for the full control effect; nearly all actives have a fitted effect of over 80% in size
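Compound-treated chaperonin, 25 nM final, turns over 10 uM ATP at 37°C for 30 min following a 10 min preincubation; ADP generated competes with ADP-d2 for Eu-cryptate antibody, lowering FRET.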
aSyn yeast inh = qHTS of alpha-syn Inhibitors; Yeast expressing alpha-synuclein, growth rescue, BacTiter-Glo, 24 h; Potency, µM (doses to about 46.1 µM), for inactives: at the highest dose growth rescue (activation), hits mostly activators; actives 0.14% (n = 370,000); AID 652106, 2013; note: potency is the fitted concentration of half-maximal effect; % of control where 0% means no effect; nearly all actives have a fitted effect of over 65% in size
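Rescue of yeast growth: cells expressing toxic alpha-synuclein, induced in galactose at OD600 0.02, incubated with compound 24 h at 30 C. ATP luminescence quantified growth; inhibitors of toxicity appear as activators.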
GLP1R inv ag = qHTS of GLP-1 Receptor Inverse Agonists (Inhibition Mode); HEK293 GLP-1R CRE-luciferase, luminescence, 24 h; GLP-1R form is constitutively active; Glucagon-like peptide 1 receptor (Homo sapiens), P43220; actives 1.6% (n = 410,000); Potency, µM (highest dose often 38.3 µM), for inactives: top-dose activity change, negative = inhibition, actives largely listed as inhibitors; note: potency is the fitted concentration of half-maximal effect; % is set by controls: 0 for no effect and ±100 for the full control effect; nearly all actives have a fitted effect of over 55% in size
Target sequence (P43220 whole entry, looked up): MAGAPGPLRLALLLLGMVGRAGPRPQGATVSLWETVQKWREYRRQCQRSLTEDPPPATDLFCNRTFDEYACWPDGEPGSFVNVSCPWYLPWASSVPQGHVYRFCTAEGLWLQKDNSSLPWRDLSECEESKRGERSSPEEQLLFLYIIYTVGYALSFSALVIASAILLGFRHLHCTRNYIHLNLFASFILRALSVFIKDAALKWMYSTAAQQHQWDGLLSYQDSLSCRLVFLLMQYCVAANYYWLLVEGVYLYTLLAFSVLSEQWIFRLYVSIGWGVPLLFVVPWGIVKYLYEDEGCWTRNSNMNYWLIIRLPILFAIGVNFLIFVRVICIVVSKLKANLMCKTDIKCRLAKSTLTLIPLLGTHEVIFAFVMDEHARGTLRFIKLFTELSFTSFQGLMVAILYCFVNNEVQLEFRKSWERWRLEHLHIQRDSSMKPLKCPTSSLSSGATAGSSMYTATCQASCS
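Seeding at 200 cells/uL, 12 h culture, 24 hr compound treatment, then luciferase reagent and a luminescence read; cells are HEK293 stably expressing a constitutively active GLP-1R plus cAMP-responsive luciferase.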
HEK293 tox = qHTS of GLP-1 Receptor Inverse Agonists: Cytotox Screen | HEK293 cAMP-luciferase reporter cells, luminescence, 24 h | actives 0.13% (n = 410,000) | Potency, µM (top dose mostly 38.3 µM), for inactives: top-dose activity change, negative = inhibition, hits mostly inhibitors | AID 624418, 2012;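 note: loss of luciferase light is scored as toxicity; potency is the fitted concentration of half-maximal effect; % is set by controls: 0 for no effect and ±100 for the full control effect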
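Compound-treated cells are incubated 24 hr at 37 deg C under 5% CO2 after a 12 hour attachment period, then luciferase detection reagent is added and luminescence is measured following 12 min at room temperature; lowered signal indicates toxicity.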
Abeta yeast res = qHTS for compounds that reverse cellular toxicity of Amyloid beta (A-beta) peptide in yeast: Primary Screen. yeast expressing A-beta42, growth rescue, OD600, 48 h; response scale: 0% DMSO, 100% iron-clioquinol control. Potency, µM (titrated, usually from 46.1 µM), without a hit: at the highest dose growth rescue, most hits filed as activators. actives 0.063% (n = 410,000). AID 1347071, 2019; note: potency is the fitted concentration of half-maximal effect; nearly all actives have a fitted effect of over 55% in size
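Yeast A-beta toxicity model in growth medium with pinned compounds, 48 h at 30 C; growth read as absorbance at 600 nm. Normalized to FeCl3/clioquinol equimolar mix (positive) and DMSO (negative).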
FUS suppressor = qHTS for Suppressors of FUS Proteinopathy: Primary screen using FUS-linked yeast assay; S. cerevisiae FUS-expressing, growth rescue, OD600, 24 h; Potency, µM (series often up to 76.6 µM), for inactives: at the top dose growth rescue (activation), actives largely listed as activators; actives 0.24% (n = 390,000);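 note: potency is the fitted concentration of half-maximal effect; plate controls were DMSO vehicle for no effect and reference control for full effect; nearly all actives have a fitted effect of over 55% in size; some results filed as inactive show a strong effect at the top dose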
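Toxicity suppression screen in FUS-yeast. Cells induced with 2% galactose, starting OD 0.005, treated 24hr at 30C with compounds at multiple final concentrations; growth by OD600.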
* = called active by the depositor; i = inactive; ? = inconclusive; . = no result given; [ ] = another dose, or the depositor's remark. Unless noted, calls come from the whole dose curve; as a rule, active = well fitted curve in the direction sought with a large enough effect; inconclusive = small, poorly fitted or top-dose-only effect, or another doubt; inactive = no such curve, though single readings can be large; an effect the other way counts as inactive or inconclusive. Only part of the results is shown, so the mix of outcomes need not match the whole.

SMILES	PTHR1 agonist	pAkt inh	TDP43 rescue	Mm-Cpn inhibitor	aSyn yeast inh	GLP1R inv ag	HEK293 tox	Abeta yeast res	FUS suppressor
CCN1CCN(C(=O)CS(=O)(=O)Cc2nc(-c3ccc(C)cc3)oc2C)CC1	-61%[inhibitor]	i	15%	0%	0%	-22%	-14%	-2%	1%
COc1ccc(CCNc2nc(N3CCOCC3)nc(N3CCOCC3)n2)cc1OC	i	i	-22%	-1%	-4%	8%	-13%	0%	6%
CCCc1nnc(NC(=O)CCC(=O)NC2CCCc3ccccc32)s1 (configuration not stated)	i	i	-18%	4%	-29%	0%	-9%	-4%	?
CC1CCN(C(=O)CSc2nc3c(c(=O)n2C)SC(C)C3)CC1 (configuration not stated)	-1%	i	-2%	0%	-8%	15%	-7%	-6%	20%
O=C(COC(=O)c1ccccc1C(=O)c1ccc(Cl)cc1)NCC1CCCO1 (configuration not stated)	-6%	i	15%	-8%	1%	12%	-2%	-2%	6%
CC(=O)N(C)c1nnc(-c2cnccn2)s1	-2%	i	8%	0%	0%	18%	2%	-3%	.
COc1ccccc1CNC(=O)CCn1c(=O)oc2ccccc21	i	i	0%	-8%	3%	7%	3%	1%	-22%
COc1ccc(C(C(O)C(=O)c2c[nH]c3ccccc23)N2CCN(c3ccc(OC)cc3)CC2)cc1 (configuration not stated)	i	i	2%	-1%	-1%	?	-16%	6%	?
CCc1ccc(C2CC(c3cccc(OC)c3)n3nc(N)nc3N2)cc1 (configuration not stated)	i	i	7%	-1%	-11%	-4%	-1%	7%	-4%
Cc1nc2nc(COc3ccccc3)[nH]n2c(=O)c1C	i	i	6%	-1%	-1%	0%	-6%	17%	11%
COc1ccc(CN2CCN(C(=O)c3ccco3)CC2)cc1OCc1ccccc1	-13%[57.5 µM]	i	-8%	-2%	0%	-13%	15%	-13%	6%
O=C(C[n+]1ccc2ccccc2c1)c1ccc(NC(=O)c2ccccc2)cc1	-7%	i	0%	-4%	3%	?	-1%	-7%	18%
O=C(COC(=O)c1oc2ccccc2c1COc1ccccc1)NCCN1C(=O)CSC1=O	-8%	i	-19%	-3%	0%	-24%	-4%	18%	.
CCC(C(=O)O)N1C(=O)C2CCCCC2C1=O (configuration not stated)	-1%	i	-5%	3%	-6%	-5%	-3%	14%	-12%
COc1ccc(NS(=O)(=O)c2ccc(NC(=O)C(CCSC)NC(N)=O)cc2)cc1 (configuration not stated)	i	i	-1%	-2%	0%	14%	0%	-1%	2%
CN1C(=O)C2(Nc3ccccc3-c3nc4ccccc4n32)c2ccccc21 (configuration not stated)	i	i	-12%	-1%	-8%	?	?	-18%	50µM*
COc1ccccc1CNC(=O)CSc1ccsc1[N+](=O)[O-]	-11%	i	-3%	0%	-5%	-15%	-7%	0%	5%
CSc1cccc(NC(=O)C2CCCN(S(=O)(=O)c3cnc[nH]3)C2)c1 (configuration not stated)	-8%	i	10%	-4%	-2%	-8%	?	5%	2%
Cc1nn(Cc2ccc(Cl)cc2)c(C)c1NC(=O)Cn1nc([N+](=O)[O-])c(Cl)c1C	i	i	-13%	0%	-29%	0%	-8%	-9%	2%
O=C(/C=C/Sc1ccccc1)c1ccc(Cl)cc1	-22%[57.5 µM]	i	13%	-4%	0%	0%	-35%	-17%	1%
CCN(CC)C(=O)Cn1ccc(NC(C)=O)nc1=O	i	i	-12%	0%	1%	5%	-3%	-1%	-24%
CSC1=NCCN1C(=O)c1ccc(Br)o1	-8%	i	3%	-17%	0%	18%	2%	-9%	-2%
COc1ccc(/C=N/NC(=O)c2nc(-c3ccccc3)n(-c3ccccc3)n2)cc1	-38%	i	-6%	0%	2%	0%	15%	3%	.
CCOC(=O)NC(Cc1c[nH]c2ccccc12)C(=O)NCCc1ccc(S(N)(=O)=O)cc1 (configuration not stated)	i	i	-9%	-2%	-10%	6%	-10%	-13%	4%
COc1ccc(CNC(=O)C(c2cccs2)N(C(=O)c2csnn2)C2CC2)cc1 (configuration not stated)	i	i	-12%	-2%	2%	-7%	-6%	20%	18%
COc1ccc2c(c1)c(CCN1C(=O)c3ccccc3C1=O)cn2C(=O)c1ccco1	-9%	i	-11%	-12%	-5%	6%	1%	-6%	-7%
COc1ccc(N2Cc3cccc(C(=O)Nc4ccc(C(C)C)cc4)c3C2=O)cc1	-22%	.	3%	.	.	-3%	4%	-10%	12%
CCOC(=O)Cc1csc(SCc2cc(=O)oc3cc(O)ccc23)n1	-44%[inhibitor]	i	11%	1%	1%	-12%	-8%	4%	6%
O=c1c(Cl)c2oc3ccccc3nc-2c2ccccc12	-4%	i	14%	-3%	2%	5%	-9%	5%	-13%
CCOC(=O)C1=C(CN2CCOCC2)NC(=O)NC1c1cc(C)ccc1C (configuration not stated)	i	i	-8%	-1%	-14%	21%	-3%	4%	-3%
CC1CN(C(=O)c2nn(C)cc2[N+](=O)[O-])CC(C)O1 (configuration not stated)	i	i	10%	0%	2%	19%	-13%	13%	-23%
COc1ccccc1CC1(C)C(=O)Nc2ccc(S(=O)(=O)NC3CCCCC3)cc21 (configuration not stated)	i	.	13%	.	-6%	-7%	0%	-10%	36%
COc1ccc(-n2c3c(c(=O)[nH]c2=O)C(NS(=O)(=O)c2ccc(Cl)cc2)(C(F)(F)F)C(=O)N3)cc1 (configuration not stated)	-4%	i	-12%	1%	-7%	38%[activator]	0%	-14%	13%
O=C(CNC(=O)N1CC(=O)Nc2ccccc21)NCCc1ccc(Cl)cc1	i	i	16%	1%	3%	13%	5%	-4%	-3%
CN(Cc1c(C(=O)N2CCc3ccccc3C2)nc2ccc(Cl)cn12)C(C1CC1)C1CC1	i	i	2%	4%	-1%	-21%	-16%	1%	-4%
COc1cccc(CNC(=O)CCCSc2ccccc2)c1	i	i	?	1%	6%	-33%	-25%	20%	-8%

5 entries already listed, arranged by length of the SMILES, smallest number first:
SMILES	PTHR1 agonist	pAkt inh	TDP43 rescue	Mm-Cpn inhibitor	aSyn yeast inh	GLP1R inv ag	HEK293 tox	Abeta yeast res	FUS suppressor
O=c1c(Cl)c2oc3ccccc3nc-2c2ccccc12	-4%	i	14%	-3%	2%	5%	-9%	5%	-13%
CCOC(=O)Cc1csc(SCc2cc(=O)oc3cc(O)ccc23)n1	-44%[inhibitor]	i	11%	1%	1%	-12%	-8%	4%	6%
CCOC(=O)C1=C(CN2CCOCC2)NC(=O)NC1c1cc(C)ccc1C (configuration not stated)	i	i	-8%	-1%	-14%	21%	-3%	4%	-3%
COc1ccc(CNC(=O)C(c2cccs2)N(C(=O)c2csnn2)C2CC2)cc1 (configuration not stated)	i	i	-12%	-2%	2%	-7%	-6%	20%	18%
COc1ccc2c(c1)c(CCN1C(=O)c3ccccc3C1=O)cn2C(=O)c1ccco1	-9%	i	-11%	-12%	-5%	6%	1%	-6%	-7%

Further results follow:
SMILES	PTHR1 agonist	pAkt inh	TDP43 rescue	Mm-Cpn inhibitor	aSyn yeast inh	GLP1R inv ag	HEK293 tox	Abeta yeast res	FUS suppressor
COc1ccccc1NCN1C(=O)CCC1=O	i	i	22%	0%	1%	5%	-8%	5%	-23%
O=C(c1cc2ccccc2o1)c1cccs1	-5%	i	-18%	-3%	2%	8%	21%	-39%[inhibitor]	-27%
Cc1nn(-c2ccccc2)cc1/C=N/O	i	i	?	2%	-2%	0%	1%	-16%	-5%
O=C(O)CSc1nnc(COc2cccc3cccnc23)n1-c1cccc(C(F)(F)F)c1	-9%	i	-17%	-1%	2%	9%	-13%	-5%	8%
Nc1cc(Nc2ccccc2)c2nonc2c1[N+](=O)[O-]	-41%[inhibitor]	i	7%	-1%	1%	41%[activator]	-22%	16%	8%
COc1ccc(N2CC(C(=O)N/N=C/c3cc([N+](=O)[O-])ccc3O)CC2=O)cc1 (configuration not stated)	-12%	i	-18%[9.22 µM]	0%	-8%	-26%	-16%	-20%	18%
O=C(CCc1ccc(S(=O)(=O)NCc2ccccc2)cc1)NCc1ccc2c(c1)OCO2	i	i	-19%	0%	5%	0%	-15%	3%	25%
Oc1nc(Nc2ccc(F)cc2)sc1/C=C1\C=Nc2ccccc21	-13%	i	-5%	4%	0%	?	-27%	-2%	11%
CC(=O)O[C@@H](Cc1ccc(O)cc1)C(=O)CC(C)C	12%	i	-4%	.	3%	0%	4%	-16%	5%
O=c1[nH]c2ccccc2n1C1=CCNCC1	-12%	i	-6%	3%	-11%	-18%	13%	-11%	29%
Cc1ccccc1OCCNCC(C)O (configuration not stated)	-15%	i	-3%	0%	8%	?	-5%	-6%	-11%
COc1ccccc1N1CCN(S(=O)(=O)c2ccc3nc(-c4ccccc4)[nH]c3c2)CC1	-16%	i	?	-6%	17%	?	4%	1%	30%
COc1ccc2cc(C(=O)Nc3c(C)n(C)n(-c4ccccc4)c3=O)sc(=O)c2c1OC	-20%	i	22%	-1%	1%	15%	-2%	4%	-11%
CCn1c(SCC(=O)NC2CCCC2)nnc1C(C)NC(=O)c1ccccc1Br (configuration not stated)	-6%	i	-16%	0%	0%	7%	-5%	-5%	15%
